# Screens (PubChem BioAssay)
# Glioma ERSR ind = ER stress response induction in glioma; U87-MG GRP78 promoter luciferase reporter, 16 h; Potency, µM, for the others: at the top dose activation, usual class: activators; 420,000 tested, 0.02% active; AID 602332; further: potency means the concentration at half of the fitted maximal effect; series mostly up to about 76 µM; % of control where 0% means no effect; nearly all actives have a fitted effect of over 35% in size
#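 Stably transfected U87-MG glioma cells carrying a GRP78-based luciferase sensor; 16 h compound incubation. Luminescence end-point read 10 min after Bright-Glo addition at room temperature.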
# 12-LOX inh = ALOX12 (human) lipoxygenase inhibition | P18054 | purified 12hLO, xylenol orange hydroperoxide absorbance | 580,000 tested, 1.1% active | Potency, µM (top dose mostly 108 µM), inactives show at the top dose activity change, negative = inhibition, actives largely listed as inhibitors | AID 1671190; further: potency means the concentration at half of the fitted maximal effect; on the % scale 0 is the no-effect control and ±100 the full control effect
# Target sequence (P18054 whole entry, looked up): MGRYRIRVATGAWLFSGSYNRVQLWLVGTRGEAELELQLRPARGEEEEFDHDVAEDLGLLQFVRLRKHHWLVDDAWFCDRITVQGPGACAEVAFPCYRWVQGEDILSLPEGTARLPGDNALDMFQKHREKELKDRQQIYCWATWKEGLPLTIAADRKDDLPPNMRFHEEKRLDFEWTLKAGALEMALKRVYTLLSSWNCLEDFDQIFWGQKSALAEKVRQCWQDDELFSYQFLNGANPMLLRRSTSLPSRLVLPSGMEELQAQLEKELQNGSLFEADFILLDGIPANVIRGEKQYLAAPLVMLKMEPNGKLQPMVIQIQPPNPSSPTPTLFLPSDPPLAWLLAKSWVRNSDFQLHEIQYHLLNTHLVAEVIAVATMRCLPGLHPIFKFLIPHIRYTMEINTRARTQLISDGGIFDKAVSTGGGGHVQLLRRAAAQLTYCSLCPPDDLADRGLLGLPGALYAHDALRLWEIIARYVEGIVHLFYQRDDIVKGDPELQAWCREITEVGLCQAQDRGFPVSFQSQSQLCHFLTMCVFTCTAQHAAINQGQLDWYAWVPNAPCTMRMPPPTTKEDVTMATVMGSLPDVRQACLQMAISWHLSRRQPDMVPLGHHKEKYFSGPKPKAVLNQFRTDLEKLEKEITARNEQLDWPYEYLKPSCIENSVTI
#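 Purified human 12hLO (150 nM final) in 25 mM Hepes, 0.01% Triton X-100, pH 7.0 was preincubated 15 min at room temperature with compound. Then 40 uM arachidonic acid was added, 30 min. Hydroperoxide was read by Fe-XO absorbance ratio 573/405 nm.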
# ERG-DNA inh = ERG Ets/DNA interaction inhibition; P11308; fluorescence polarization, His-ERG Ets domain / labelled DNA; Potency, µM (doses to about 76.9 µM), for inactives: at the top dose FP activity, negative = inhibition, usual class: inhibitors; 370,000 tested, 0.028% active; active means well fitted inhibition curve with a large enough effect in the polarisation, with a control signal flat; inconclusive means small, poorly fitted or top-dose-only effect, or effect the other way, or a change in a side signal; inactive means no such curve, though single readings can be large or run the other way; the % refers to the polarisation;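 further: polarization taken with two DNA probes labelled with fluorescein and Texas red; potency means the concentration at half of the fitted maximal effect; % of control where 0% means no effect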
#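 His-tagged ERG Ets domain (1 uM in the protein solution; 300mM KCl, 50mM Tris-HCl, 1mM EDTA, 1mM DTT, pH 7.5) received compound, then a probe mix of 5 nM fluorescein-DNA and 100nM Texas-615-DNA. Fluorescence polarization was read for both dyes.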
# RGS4 inh = human RGS4 inhibition; Potency, µM (highest dose often 114 µM), for inactives: top-dose activity change, negative = inhibition, most hits filed as inhibitors; Transcreener GDP fluorescence polarization, RGS4-accelerated GTP hydrolysis; 390,000 tested, 0.039% active; AID 504845; further: potency means the concentration at half of the fitted maximal effect; on the % scale 0 is the no-effect control and ±100 the full control effect; nearly all actives have a fitted effect of over 75% in size; some results filed as inactive show a strong effect at the top dose
# Target sequence (P49798 whole entry, looked up): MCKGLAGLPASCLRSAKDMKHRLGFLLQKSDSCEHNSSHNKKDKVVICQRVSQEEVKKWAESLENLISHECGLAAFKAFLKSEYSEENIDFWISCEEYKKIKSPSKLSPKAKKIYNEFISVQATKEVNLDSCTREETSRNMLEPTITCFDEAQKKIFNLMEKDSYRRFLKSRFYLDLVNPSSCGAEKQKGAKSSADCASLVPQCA
#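 MLSMR compounds (23 nl, pin-transferred) preincubated 10 min at room temperature with a 500nM (2x) first reagent, then RGS4 at 900nM (2x) plus Transcreener GDP mix added; fluorescence polarization (620/688 nm) read before and after 90 min at 30 °C.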
# Vif-A3G inh = blocks the Vif interaction with human APOBEC3G. Q9HC16. HeLa A3G-eYFP + Vif (tagged APOBEC3G with the HIV-1 protein that degrades it), YFP fluorescence, overnight. Potency, µM (highest dose often 46.1 µM), for inactives: at the highest dose activity, negative = active, usual class: inhibitors. 410,000 tested, 0.076% active. AID 602310;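 further: potency means the concentration at half of the fitted maximal effect; on the % scale 0 is the no-effect control and ±100 the full control effect; nearly all actives have a fitted effect of over 60% in size; hits raise eYFP signal because A3G escapes Vif-driven loss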
#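 HeLa cells stably expressing Vif and C-terminally eYFP-tagged A3G, seeded overnight at 37 deg C, then exposed to compound by pintool overnight at 37 deg C. Rise in yellow fluorescence (Ex 488/Em 500-530, Acumen) marks blocked Vif-driven A3G degradation.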
# D2 agonist = activates the human D2 dopamine receptor; AID 485358; HEK293 T-REx D2 cells, calcium flux agonist mode; 340,000 tested, 0.53% active; activation, % at 2 µM;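 active means activation over 3 SD above normal in the single-dose calcium agonist read, cut at about 30% in these data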; further: 0% is about no effect
#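 HEK293 Trex D2 cells, tetracycline-induced, o/n 30 C 5% CO2; no-wash Ca dye, RT 30–90 min; 10-cycle baseline, 23 nl cpd added, kinetic Ca read 180 s; agonist hits = positive Ca response.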
# D2 antagonist = D2 dopamine receptor (human) antagonism | HEK293 TREx D2 cells, calcium flux, dopamine EC80 | inhibition, % at 10 µM | 340,000 tested, 2% active | AID 485344; in the data active means inhibition above about 30%; further: 0% is about no effect
#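 Read-out: kinetic calcium fluorescence (1 cycle/s) in inducible HEK293 T-REx D2 cells after an EC80 dopamine addition that followed 180 s compound preincubation. Loss of the dopamine response indicates antagonism.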
# Vif-APOBEC3F blk = blocks the Vif interaction with APOBEC3F; HeLa A3F-eYFP + Vif (tagged APOBEC3F with the HIV-1 protein that degrades it), YFP fluorescence increase; 390,000 tested, 0.2% active; Potency, µM (titrated, usually from 46.1 µM), for the others: at the highest dose activity, negative = active; further: potency means the concentration at half of the fitted maximal effect; % of control where 0% means no effect; nearly all actives have a fitted effect of over 65% in size
#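 Fluorescence increase (Ex 488/Em 500-530) after overnight compound treatment at 37 deg C flags inhibition of Vif-driven A3F-eYFP loss in stable HeLa A3F-eYFP/Vif cells seeded overnight beforehand.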
# LDHA inh = inhibitors of human lactate dehydrogenase A. AID 1347041. purified LDHA, NADH/diaphorase-resazurin fluorescence; hits give low values. 480,000 tested, 0.15% active. activity change, % (values are at about 110 or 230 µM). P00338; in the data active means activity change below about -30%; inconclusive means mostly about -25% to -30%;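 further: plate controls were DMSO wells for no effect and wells without enzyme for full effect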
#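 Resorufin fluorescence (ex540/em590), read at 0 and 20 min after diaphorase/resazurin addition, reports the NADH left after a 5 min room-temperature reaction of 2 nM human LDH5 with 0.06 mM NADH and 0.2 mM pyruvate.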
# Active calls of the source: *; ? = inconclusive; nt = not tested or not shown; [ ] = remark or other dose. Unless noted, the call rests on the fitted dose curve; in most records, active means well fitted curve in the direction sought with a large enough effect; inconclusive means small, poorly fitted or top-dose-only effect, or another doubt; inactive means no such curve, though single readings can be large; an effect the other way counts as inactive or inconclusive. An excerpt; count on the stated rates, not on these rows.
SMILES,Glioma ERSR ind,12-LOX inh,ERG-DNA inh,RGS4 inh,Vif-A3G inh,D2 agonist,D2 antagonist,Vif-APOBEC3F blk,LDHA inh
O=C(CC(O)c1ccncc1)c1ccccc1O (stereo not given),-13%,0%,12%,?,-29%,nt,nt,-2%,-1
CCOc1ccccc1N1CCN(CC(=O)NC(C)c2ccccc2)CC1 (stereo not given),-3%,0%,-10%,-4%,-2%,0.3,100*,-18%,-6
O=C(CN1c2cccc3cccc(c23)S1(=O)=O)NCCc1ccccc1,1%,11%,-4%,-20%,-2%,nt,nt,-4%,6
O=C(Nc1ccc(N2CCCCC2)cc1)c1cncc(Br)c1,-4%,?,-8%,-9%,-1%,0.8,-12,3%,1
CCc1ccc2c(c1)C(c1ccc(N3CCOCC3)cc1)=NNC(c1ccncc1)=N2,-1%,-43%,-1%,-13%,-8%,-0.2,-1,-5%,2
Cc1cccc(NC(=O)COn2nnc3ccc(S(C)(=O)=O)cc32)c1,5%,-11%,8%,10%,0%,0.3,18,0%,-1
N#Cc1c(C(F)(F)F)cc(-c2ccccc2)[nH]c1=O,-2%,2%,1%,5%,-4%,nt,nt,4%,4
CCc1nnc(NC(=O)c2cccs2)s1,1%,-2%[57.4 µM],-2%,-5%,-1%,1.0,-4,-1%,-1
Cc1noc(NS(=O)(=O)c2ccc(NC(=O)c3ccc(OC(C)C)cc3)cc2)c1C,1%,-23%,-7%,7%,-1%,0.1,-5,2%,-9
COc1ccc(CCCC(=O)NC2CCCCC2)cc1,2%,?,-2%,22%,-6%,-0.4,23,-4%,-20
c1cn(CCCNc2ncnc3nc[nH]c23)cn1,-1%,11%,5%,-19%,-1%,0.0,5,4%,1
O=C(CSc1nnc(CNC(=O)c2ccccc2)o1)NCc1ccc(F)cc1,-6%,9%,2%,-3%,0%,-0.2,3,4%,-2
Cc1ccc(CCNS(=O)(=O)c2cc(-c3cc(C)no3)ccc2C)cc1,-2%,?,1%,0%,1%,0.4,nt,-1%,-1
COCCN(C(=O)COC(=O)CCC(=O)c1ccc(C)cc1)c1c(N)n(Cc2ccccc2)c(=O)[nH]c1=O,-3%,-1%,1%,11%,1%,0.5,1,3%,-9
O=[N+]([O-])c1cccc(CSc2cccc[n+]2[O-])c1,-1%,-8%,1%,-3%,0%,2.4,9,5%,0
COc1ccc(NC(=O)C2CCCN(S(C)(=O)=O)C2)cc1 (stereo not given),-1%,?,-14%,-2%,-1%,0.8,-11,4%,-2
Cc1ccc(OCCCCn2c(CCNC(=O)C3CCCCC3)nc3ccccc32)cc1,-3%,nt,nt,18%,6%,nt,nt,nt,-11
COc1cccc(NC(=O)COC(=O)c2sccc2C)c1,0%,-6%,-3%,-5%,-8%,nt,nt,-21%,-3
COc1nnc(-c2ccc(N3CCOCC3)c(NC(=O)c3ccc(C)cc3)c2)c2ccccc12,-5%,72%[activator][57.4 µM],0%,-6%,2%,0.5,-6,1%,-5
Cc1ccc2c(c1)[C@@H]1[C@H](CO2)[C@H](c2ccccc2)[C@@]2(C)C(=O)N[C@H](C)C(=O)N12,-3%,5%,-18%,1%,5%,nt,nt,4%,0
COc1ccc2c(c1)c1ncn(CCCN3CCOCC3)c(=O)c1n2C,-2%,6%,6%,-30%,3%,0.3,18,-9%,10
Cc1ccc(-n2c(-c3nn(C)cc3Cl)n[nH]c2=S)cc1,-4%,?,4%,-34%,0%,1.3,-6,-3%,-4
O=C(CCS(=O)(=O)c1ccccc1)Nc1nc(-c2ccc(F)cc2)cs1,-5%,65%[activator],13%,10%,-14%,0.4,-6,-4%,1
O=C(c1cccs1)n1nc(-c2ccccc2)nc1NCc1ccco1,-7%,?,-3%,-48%[56.9 µM],1%,0.5,1,1%,-4
CNc1ccccc(-c2ccc3ccccc3n2)c1=O,-8%,?,8%,-14%,-5%,2.2,-8,-9%,15
COc1ccc(CCNC(=O)CSc2nc3ccccc3c3nc(CCN4CCCCC4)nn23)cc1OC,-7%,0%,-3%,-12%,-5%,0.6,-14,1%,-5
Cc1ccc(NC(=O)C(=O)NNC(=O)c2ccccc2C)cc1Cl,-1%,-11%,-6%,-5%,0%,-0.5,2,2%,-2
COc1ccc(-c2csc(NC(=O)[C@H](C)N3C(=O)C4CC=CCC4C3=O)n2)cc1OC (stereo not given in full),-3%,-10%,-9%,-38%,-8%,nt,nt,-5%,-4
Cc1cc(C)n(-c2ccc(NC(=O)C3CCN(Cc4cc(C)c(C)o4)CC3)cc2)n1,-2%,3%,-6%,4%,-1%,-0.1,-6,1%,-6
O=C1Nc2ccccc2Nc2ccccc21,-6%,-64%,-24%,-10%,0%,0.8,-8,13%,3
CCN(C(=O)CSc1nnc(-c2ccccc2C)n1C)c1c(N)n(Cc2ccccc2)c(=O)[nH]c1=O,0%,8%,11%,2%,2%,-0.2,3,4%,-4
O=C(Nc1ccc2oc(-c3ccccc3F)nc2c1)c1ccco1,0%,-17%,6%,3%,1%,2.1,-11,-11%,-9
Cn1c(=O)c2c(nc(NCc3ccco3)n2CC(O)COc2ccccc2)n(C)c1=O (stereo not given),-4%,1%,10%,18%,0%,0.7,-12,-11%,-1
N#Cc1c(N2CCN(C(=O)c3ccco3)CC2)nc(-c2ccccc2)c2c1CCCC2,0%,?,6%,?,-5%,1.0,32*,0%,2
Cn1ncc2c(Nc3ccc(Cl)cc3)ncnc21,6%,-19%,-7%,-29%,-3%,0.6,18,12%,-10
CC1(C)Oc2cc3oc(-c4cc(O)cc(O)c4)cc3cc2CC1O (stereo not given),-9%,?,-1%,4%,-11%,nt,nt,-1%,-12
COc1ccc(CCNC(=O)C(=O)NCC2CCCN2S(=O)(=O)c2cccs2)cc1 (stereo not given),0%,1%,-2%,-7%,-3%,nt,nt,1%,-3
CCOc1c(CNCCN2CCOCC2)cccc1OC,-3%,-2%,-2%,24%,-1%,0.0,6,-22%,-4
COc1ccc(S(=O)(=O)N2CCCC2)cc1C(=O)O,-1%,2%,9%,18%,2%,-0.5,-4,-2%,0
CC1(C)Cc2c(cnn2-c2ccccc2)C(=O)/C1=N\NC(=O)c1ccccc1N,-3%,4%,nt,-18%,-1%,-0.3,4,-8%,3
O=C(Nc1cccnc1)c1cc(-c2ccccc2O)on1,3%,-14%,-7%,23%,-16%,-0.4,-8,-3%,-5
CC(=O)Nc1nnc(C2=COCCO2)o1,7%,?,1%,-8%,0%,0.7,9,3%,2
CCOc1cccc(C2Oc3nc(SC)nnc3-c3ccccc3N2C(C)=O)c1OC (stereo not given),-3%,-24%,1%,15%,-3%,0.3,nt,-2%,-11
O=C(NC1CCS(=O)(=O)C1)C1CCCC1 (stereo not given),-3%,-6%,0%,28%,1%,0.5,-11,-13%,-9
C[C@]12c3[nH]c4cc(-c5ccco5)ccc4c3CCN1C(=O)[C@@H](CC(=O)NCCCn1ccnc1)C[C@@H]2C(=O)N1CCCCC1,2%,7%,2%,12%,1%,nt,nt,12%,-6
CC(=O)Nc1cc(-c2cccc(C(=O)NCCO)c2)cn2c(-c3cccc(C(F)(F)F)c3)cnc12,-1%,-5%,nt,nt,0%,nt,nt,nt,1
O=c1c2cc3c(cc2[nH]c(=S)n1CCN1CCOCC1)OCO3,-1%,0%,5%,4%,-5%,-0.8,19,-2%,-4
Cc1ccc(-c2nnn(CC(=O)N(Cc3cccs3)C(C(=O)NC(C)(C)C)c3ccco3)n2)o1 (stereo not given),-4%,-5%,-4%,-46%,0%,6.8,12,5%,-8
CCCOc1ccc(NC(=O)c2cc3cc(C)ccc3[nH]2)cc1,-1%,2%,-11%,-4%,-1%,0.3,-20,2%,-1
COc1cc2c(cc1OC)C(COc1ccc3c(C)cc(=O)oc3c1)N(C(=O)c1cccc(C)c1)CC2 (stereo not given),-3%,?,4%,14%,-2%,0.2,nt,-16%,-11
COc1ccc(/C=N/Nc2nc(-c3cccnc3)nc3ccccc23)cc1OC,4%,484%[activator],1%,25%,-7%,-1.5,-8,-4%,-6
CS(=O)(=O)N1CCC(C(=O)Nc2cccc(F)c2)CC1,-3%,-2%,-10%,0%,1%,1.0,-2,2%,-9
CC12CCC(C(=O)N(c3nccs3)C1=O)C2(C)C (stereo not given),-5%,15%,4%,15%,1%,nt,nt,3%,-13
COC(=O)c1ccccc1Oc1ccc(NC(=O)c2ccco2)cc1,0%,11%,-1%,11%,-6%,-1.4,3,1%,-4
O=C(Nc1ccc(OCc2cc(=O)n3ccsc3n2)cc1)c1ccc(F)cc1,-2%,-6%,-6%,-10%,3%,1.0,nt,0%,-8
O=C(O)C12CC3CC(C1)CC(n1ncc(N4CCN(c5ccccc5)CC4)c(Cl)c1=O)(C3)C2,-4%,9%,-1%,-27%,-4%,-0.2,-5,-10%,-1
CCOc1ccc(N(C(=O)CNC(=O)c2ccco2)C(C(=O)NC2CCCC2)c2ccco2)cc1 (stereo not given),-2%,-19%,14%,-2%,-4%,-2.7,6,1%,-3
